Screening data (PubChem)
Granule exo inh: LAMP-1 surface exposure blockers, TALL-104 cells – cell-based, flow cytometry, MLPCN library, primary screen | AID 651702, 2012 | hit rate 0.66% among 360,000 | inhibition, % at 10 µM | TALL-104 LAMP-1 surface exposure; cells stimulated with thapsigargin and PMA;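 active = inhibition above about 55%, limit read from the data; inconclusive = no clear call, values can overlap the other calls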
Vif imaging: HIV Vif self-association inhibitors, primary screen, imaging, HEK293T, single point; HEK293T cells, Vif self-association by quenched fluorescence, 24 h; AID 602346, 2012; inhibition, % at 7.49 µM; hit rate 0.35% among 340,000; in the data active = inhibition above about 50%, passing the limit was not always enough; inconclusive = no clear call, values can overlap the other calls; inactive = below about 31%; note: some results filed as inactive read as strong as hits
CaV13 FRET inh: Disruptors of the CACNA1D IQ motif to Ca2+-dependent inactivation inhibitor domain association, primary screening, Förster resonance energy transfer in intact living …; HEK cells, CFP/YFP FRET ICDI-IQ, plate reader, 10 min; percent FRET-ratio fall versus neutral wells; hit rate 0.098% among 340,000; AID 743397; inhibition, % at 12.3 µM;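 active = mean replicate inhibition of at least 30% and at least 1% of replicates passing that level; inconclusive = only one of the two criteria is met; inactive = neither criterion is met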;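 note: 0% = median of the neutral control wells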
H9c2 protect: cardioprotection against H2O2-induced cell death, primary screen, uHTS, H9c2 cells, ATPLite luminescence | H9c2 cardiomyocytes, H2O2 injury protection, 2 h | protection from H2O2 cell death, % at 20 µM | hit rate 0.63% among 360,000;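 active = compounds giving at least 50% protection of heart cells from peroxide-induced death in the single-dose screen, raw or plate-pattern-corrected value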;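 note: 0% = DMSO wells with peroxide and 100% = DMSO wells without peroxide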
HTR2A ag: mouse Htr2a agonists via beta-arrestin recruitment, primary screen, cell-based, luminescence; CHO-K1 mHTR2A beta-arrestin complementation; percent of 30 µM serotonin response; activation, % at 7.6 µM; hit rate 0.66% among 360,000; AID 624169, 2012;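 active = activation above a run cutoff, the mean activation of all tested compounds plus 3 SD, cut at about 14% in these data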;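 note: 0% = plate median of compound wells and 100% = 30 µM serotonin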
aDG glyco up: activators of alpha-DG glycosylation, primary screen, uHTS, Pro5-aDG cells, AlphaScreen; alpha-DG glycosylation AlphaScreen (IIH6); 0% Pro5, 100% B10-LARGE cell signal; activation, % at 10 µM; hit rate 0.22% among 360,000;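 active = activation of at least 8% versus controls, or a plate z-score of at least 8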;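 note: Pro5 are CHO cells carrying HIG-tagged alpha-DG that lacks glycosylation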
N-glyco inh: increase of ERlucT glycosylation luciferase signal, primary screen, N-linked glycosylation inhibitor project, D54 ERlucT cells, luminescence, set 2. D54 ERlucT glycosylation luciferase reporter, 24 h; percent of 100 nM tunicamycin response. AID 588692, 2011. hit rate 0.23% among 360,000. reporter increase, % at 12.5 µM;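 active = mean luciferase reporter signal, scaled so untreated is 0 and the glycosylation-blocking control 100, at or above a set limit in every replicate; inconclusive = mean reaches the limit but not every replicate does; inactive = mean below the limit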;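 note: luciferase carries N-glycosylation sites so blocking glycosylation raises the light; 0% = median of neutral control wells and 100% = median of 100 nM tunicamycin wells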
PDI inh: inhibitors of human PDI, primary screen, biochemical, turbidity, single point, plate reader | Protein disulfide-isomerase (Homo sapiens), P07237 | PDI insulin aggregation turbidity, A650, 90 min | inhibition, % at 10 µM | hit rate 0.052% among 350,000 | AID 588391, 2011;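 active = mean inhibition across replicates of 30% or more, whatever share of single replicates reach that level; inconclusive = mean inhibition below 30% while every single replicate reaches 30%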;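 note: absorbance from insulin aggregation driven by PDI reduction with DTT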
ABCB6 inh 2: ABCB6 transporter inhibitors, primary screen, K562-ABCB6 cells, flow cytometry, MLPCN library | K562-ABCB6 porphyrin accumulation, 1 h; active compounds read low | ATP-binding cassette sub-family B member 6 (Homo sapiens), Q9NP58 | fluorescence ratio to DMSO, % at 10 µM | hit rate 0.19% among 360,000;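 active = fluorescence ratio to DMSO below 75%, the collection mean minus 3 SD; inconclusive = too few cells collected in the well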;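 note: signal is porphyrin accumulated inside mitochondria; 100% equals median channel fluorescence of DMSO control wells; lower ratio means ABCB6 inhibition with less porphyrin fluorescence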
Target sequence (Q9NP58 whole entry, looked up): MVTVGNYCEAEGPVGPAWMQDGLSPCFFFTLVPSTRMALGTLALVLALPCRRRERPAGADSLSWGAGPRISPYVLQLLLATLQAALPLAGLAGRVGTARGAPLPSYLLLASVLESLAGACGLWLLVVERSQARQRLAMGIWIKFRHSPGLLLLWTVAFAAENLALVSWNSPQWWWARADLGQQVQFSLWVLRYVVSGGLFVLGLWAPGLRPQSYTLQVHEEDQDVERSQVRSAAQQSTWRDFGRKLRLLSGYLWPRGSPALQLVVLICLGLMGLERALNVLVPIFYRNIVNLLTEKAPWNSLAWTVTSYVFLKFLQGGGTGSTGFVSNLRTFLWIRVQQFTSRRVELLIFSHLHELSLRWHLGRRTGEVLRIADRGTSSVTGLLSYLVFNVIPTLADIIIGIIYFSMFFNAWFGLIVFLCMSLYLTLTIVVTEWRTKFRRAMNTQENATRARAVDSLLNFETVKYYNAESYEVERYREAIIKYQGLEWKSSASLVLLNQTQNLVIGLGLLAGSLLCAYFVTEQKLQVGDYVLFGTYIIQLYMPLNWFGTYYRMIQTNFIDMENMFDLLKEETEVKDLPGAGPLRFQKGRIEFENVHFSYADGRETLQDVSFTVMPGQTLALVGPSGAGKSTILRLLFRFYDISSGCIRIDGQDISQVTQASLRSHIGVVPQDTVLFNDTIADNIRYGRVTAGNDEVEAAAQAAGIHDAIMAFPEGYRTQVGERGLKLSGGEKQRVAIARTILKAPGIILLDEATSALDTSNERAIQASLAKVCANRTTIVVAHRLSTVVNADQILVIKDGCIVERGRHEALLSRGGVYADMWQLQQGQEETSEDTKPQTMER
iPSC survival up: enhancers of single-cell hiPSC survival, primary screen, ATPlite luminescence; AID 602274, 2012; 100% = ROCK inhibitor wells, 0% = DMSO; hit rate 0.044% among 360,000; survival enhancement, % at 20 µM; in the data active = survival enhancement above about 18%;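 note: cells exposed to compounds for 16 hours before the ATP read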
The depositor's hits bear a star; ? = inconclusive; . = no result given.

SMILES	Granule exo inh	Vif imaging	CaV13 FRET inh	H9c2 protect	HTR2A ag	aDG glyco up	N-glyco inh	PDI inh	ABCB6 inh 2	iPSC survival up
CC(C)CCOP(N)(=O)Oc1ccccc1 (stereo not given)	11	1	-4	-5	-4	0.2	1	-5	102	-2.2
Cc1ccc2c(c1)C(c1ccccc1)=NCC(=O)N2	-4	6	-21	-2	-4	-0.1	2	-3	102	-0.6
O=C1NC(=O)C2(Cc3ccccc3N3CCOCC32)C(=O)N1c1ccccc1 (stereo not given)	0	-4	-6	2	-2	-0.5	4	0	101	-1.7
COc1ccc2[nH]c(C)c(CCNCc3cccnc3)c2c1	0	16	-12	4	6	0.2	2	8	102	-0.5
C=C1CC[C@@]2(O)[C@H]3Cc4ccc(O)c5c4[C@@]2(CCN3CC2CC2)[C@H]1O5	0	1	.	17	-5	-0.2	0	3	100	0.9
COc1ccc2c3c([nH]c2c1)C(C)NCC3 (stereo not given)	0	8	.	-4	-5	0.1	-4	.	189	0.4
NCC(=O)c1ccccc1	0	-4	-5	22	-2	-0.2	-2	2	87	6.4
CCOC(=O)N1CCN(C(C)C(=O)c2c[nH]c3ccccc23)CC1 (stereo not given)	-1	.	.	-6	-7	-0.1	-1	-6	111	-1.2
N#CC1c2ccccc2-n2nncc2CN1C(=O)CCc1ccccc1 (stereo not given)	1	-3	-6	5	1	0.0	-1	-2	105	-1.9
COc1ccc(C(CNC(=O)CCc2ccsc2)N(C)C)cc1 (stereo not given)	-2	-9	-3	-5	-3	0.0	-1	-1	86	-0.4
CCCCCc1nc2ccccc2c(=O)n1-c1ccc(Cl)cc1[N+](=O)[O-]	-1	-5	-9	-2	0	0.1	-3	0	101	2.7
CC(C)CCNC(=O)c1cc(C(=O)c2cc(F)ccc2O)cn(CCC(C)C)c1=O	-1	-1	-6	-11	-1	-0.4	1	-3	97	-0.9
CCCCn1nnnc1C(C1CC1)N1CCC(n2c(=O)[nH]c3ccccc32)CC1 (stereo not given)	4	-7	-6	14	6	-0.4	2	.	95	1.8
Cc1ccccc1-n1c(C)cc(/C=C2/C(=O)NC(=O)N(Cc3ccco3)C2=O)c1C	2	-3	-23	-5	-3	0.2	-2	-7	104	-0.4
Cc1c(O)ccc(C(=O)CN2CC(C)OC(C)C2)c1O (stereo not given)	0	7	-16	2	5	-0.1	1	18	89	0.2
CC(=NCc1cccnc1)c1c(O)n(-c2ccc(Cl)cc2)c(=O)[nH]c1=O	-5	-16	-15	1	2	-0.1	3	2	101	-0.5
CN(C)c1ccc(C=C2C(=O)NC(=O)NC2=O)cc1	0	1	-12	15	-2	0.1	2	0	101	-0.2
O=C(c1ccc(C(F)(F)F)cc1)C1CCCN(C2CCSCC2)C1 (stereo not given)	-1	10	-3	-3	-6	0.1	-6	1	96	-1.0
CC(C)[C@H]1C(=O)O[C@@H]2CCN3CC=C(COC(=O)[C@](C)(O)[C@]1(C)O)[C@H]23	-12	-19	-14	0	-6	-0.1	-2	3	102	0.0
Nc1cnn(-c2ccccc2)c(=O)c1Cl	-4	3	-2	2	1	0.0	1	-7	96	-0.2
COc1ccc(-n2nc(C(=O)NCC(=O)N3CCC4(CC3)OCCO4)c3ccccc3c2=O)cc1	-1	14	-19	-20	0	0.1	-4	1	96	-0.7
COc1ccc(C(=O)N/N=C/C23CC[C@@H](O)CC2(O)CC[C@@H]2[C@@H]3CCC3(C)C(C4=CC(=O)OC4)CCC23O)cc1 (stereo not given in full)	6	-1	-16	-1	-1	-0.2	38*	12	121	0.9
CC1(C)CC(=O)C=C(NCCN2CCN(C(=O)Cc3ccc(Cl)cc3)CC2)C1	5	-2	-4	5	0	-0.2	2	3	99	5.3
O=C1NCN(c2ccccc2)C12CCN(C(c1cccc3ccccc13)c1nnnn1C1CCCC1)CC2 (stereo not given)	-2	-5	-5	-8	8	-0.2	-3	.	95	4.0
CCS(=O)(=O)Nc1cccc(C(=C2CCCCC2)c2cnc[nH]2)c1	-6	69*	-5	-13	2	0.0	11	-1	101	-2.2
CCC1(c2ccccc2)C(=O)NC(=S)NC1=O	-8	-6	-6	-16	-1	0.1	1	2	95	-1.4
CSCCC(c1nnnn1C(C)(C)C)N1CCC2(CC1)C(=O)NCN2c1ccccc1 (stereo not given)	3	4	-6	21	3	-0.3	-1	.	99	0.3
COc1cc(CC(=O)N2C[C@H]3C[C@@H](C2)c2cccc(=O)n2C3)cc(OC)c1OC	3	-10	.	6	-5	-0.1	0	.	104	-1.6
CN(C)C(=O)Oc1ccc2nnc3ccnn3c2c1	-3	-8	-3	18	1	-0.1	1	-2	86	-0.5
Clc1ccccc1CN1CCNCC1	-4	6	-3	5	-3	-0.2	1	6	102	-0.3
COC(=O)C1=C(c2ccc(OC(F)(F)F)cc2)C[C@@H]2CC[C@H]1N2C(=O)NCc1cc(C)oc1C(F)(F)F	-9	-2	-6	-8	-1	1.2	-7	8	97	-2.7
COc1ccc(OC(=O)N(C)C[C@@H]2OCc3ccccc3-c3c(n(C)c4ccccc34)C(=O)N([C@H](C)CO)C[C@@H]2C)cc1	3	.	-7	-7	-1	-0.2	-2	0	95	-1.6
NC(=O)CSc1nnc([C@@H](N)Cc2c[nH]c3ccccc23)o1	-8	-5	-6	5	1	-0.2	4	3	87	-0.7
O=c1[nH]c2ccccc2n1C1CCN(C(c2cccs2)c2nnnn2-c2ccc3c(c2)OCCO3)CC1 (stereo not given)	-1	6	-5	36	14*	-0.5	-4	.	89	2.6
OCCN(CC#CC(O)(c1ccccc1)C1CCCC1)CCO (stereo not given)	-1	18	.	1	-5	0.0	0	5	100	4.4
CCCCCC(=O)N[C@@H](c1ccccc1)[C@@H](O)C(=O)O[C@H]1C[C@@]2(O)[C@@H](OC(=O)c3ccccc3)C3[C@](C)(C(=O)[C@H](O)C(=C1C)C2(C)C)[C@@H](OC1OCC(O)C(O)C1O)C[C@H]1OC[C@@]31OC(C)=O (stereo not given in full)	0	5	.	4	1	0.0	10	.	102	-5.7
O=C1NCN(c2ccccc2)C12CCN(C(c1ccnc3ccccc13)c1nnnn1Cc1ccccc1)CC2 (stereo not given)	-4	0	-9	4	4	-0.1	-3	.	91	-2.9
CC(=O)Nc1ccccc1C(=O)OCC(=O)c1ccc2c(c1)OCCO2	2	-6	-3	-10	0	-0.1	-1	-2	102	0.0
CC(C)c1ccc(N2C(=O)NC(=O)/C(=C/C=C/c3ccco3)C2=O)cc1	6	-1	-5	5	7	0.0	.	-2	88	0.2
CCN1C[C@]2(COC(=O)c3ccccc3N)CC[C@H](OC)C34[C@@H]5C[C@H]6[C@H](OC)[C@@H]5[C@](O)(C[C@@H]6OC)[C@@](O)([C@H]13)[C@@H](OC)[C@@H]42	12	.	-24	9	0	0.0	-2	45*	108	1.1
NCc1cc(=O)[nH]o1	-2	4	-5	-4	-1	-0.1	0	-4	103	1.8
O=P(Nc1cccc(Cl)c1)(Oc1ccccc1)Oc1ccccc1	8	2	-17	11	-1	1.1	-3	-1	93	2.0
CN1C(=O)C[N+]([O-])=C(c2ccccc2)c2cc(Cl)ccc21	29	-23	-6	12	1	0.1	1	1	102	4.1
COc1ccccc1N1CCN(C(CNC(=O)Oc2ccccc2)c2cccnc2)CC1 (stereo not given)	0	4	-5	-1	-2	-0.3	0	29	112	4.6
Cc1cc(N2C(=O)C3CCCN3C2c2ccc(Cl)c(Cl)c2)no1 (stereo not given)	1	4	.	-4	4	2.5	0	5	101	-0.1
COC(=O)C1=C(c2ccccc2)C[C@@H]2CC[C@H]1N2C(=O)NCCCOC(C)C	-10	3	-10	0	5	0.1	0	0	96	-1.9
Cc1ccccc1-n1c(/C=C/c2ccccn2)nc2ccccc2c1=O	-23	-10	-4	4	-4	-0.1	-6	3	99	0.0
COc1cc2cc(C(=O)N3CC(COS(C)(=O)=O)c4ccc(O)cc43)[nH]c2c(OC)c1OC (stereo not given)	12	-15	.	17	-3	-0.2	-20	?	93	-2.5
COc1cccc(-n2c(O)c(C=NCCN3CCOCC3)c(=O)[nH]c2=O)c1	-2	-3	.	1	-2	-0.1	-3	-6	87	1.5
C#CC[N+]1(C)[C@@H]2CC[C@H]1CC(OC(=O)C(CO)c1ccccc1)C2 (stereo not given in full)	-5	2	-4	3	-5	-0.1	1	-7	97	-0.4
O=[N+]([O-])c1ccc(-[n+]2c(-c3ccccc3)cc(-c3ccccc3)cc2-c2ccccc2)cc1	-2	5	-21	-7	0	-0.2	4	4	98	0.3
CC1=C(C/C(C)=C/c2ccccc2)/C(=C/CO)[C@@H]2OC(=O)O[C@]2(C)C12CC2	-1	.	-4	-11	-6	0.1	-3	8	94	-0.9
CCCCCN1C(=O)c2ccccc2[C@@]2(C(=O)OCC)Cc3cc(OC)ccc3[C@@H]12	12	.	-10	.	-4	0.0	.	.	98	-1.0
COc1ccc(Cc2c(O)[nH]c(=O)[nH]c2=O)c(OC)c1	-2	-4	3	2	5	-0.1	1	-8	94	-0.6
CC[n+]1c(/C=C/N(C)c2ccccc2)sc2ccc(Cl)cc21	-2	-6	-6	-16	0	-0.1	-1	-8	228	-2.1
COC(=O)C1=C(c2cc3ccccc3o2)C[C@@H]2CC[C@H]1N2C(=O)NC(C)C	-5	-3	-11	1	2	-0.2	-3	6	100	4.4
CCCN1CC(C)C(OC(C)=O)(c2ccccc2)CC1C (stereo not given)	-4	14	.	8	11	-0.3	1	12	103	-0.9
O=Cc1cn(Cc2ccc(Br)cc2)c2ccccc12	-4	-13	-2	-6	-2	0.2	-19	2	100	1.1
O=c1ccc2c(O)c3ccoc3cc2o1	-6	10	.	2	-3	0.3	-2	.	107	-0.5
CCC(C)c1cnc(CC(C)C)c(=O)n1O (stereo not given)	6	33	.	3	-6	-0.2	0	.	101	-0.9
COC(=O)C1=C(c2ccccc2)C[C@@H]2CC[C@H]1N2C(=O)NC1CCCCC1	-7	0	-3	1	2	0.0	3	6	100	-1.6
CCC(C)C12CN3CCN(CC(C)(C3)C1=O)C2 (stereo not given)	2	-3	.	4	3	0.3	0	0	113	0.8
CCCCn1c(=O)c(C=Nc2cc([N+](=O)[O-])ccc2OC)c(O)n(CCCCl)c1=O	16	-5	-18	4	1	-0.1	3	-3	87	1.0

Record cards, as listed above. Screens in order: Granule exo inh	Vif imaging	CaV13 FRET inh	H9c2 protect	HTR2A ag	aDG glyco up	N-glyco inh	PDI inh	ABCB6 inh 2	iPSC survival up
COc1cccc(-n2c(O)c(C=NCCN3CCOCC3)c(=O)[nH]c2=O)c1 reads -2	-3	.	1	-2	-0.1	-3	-6	87	1.5
CC[n+]1c(/C=C/N(C)c2ccccc2)sc2ccc(Cl)cc21 reads -2	-6	-6	-16	0	-0.1	-1	-8	228	-2.1

A portion of the library, so the mix of outcomes need not match the whole.
